From PubChem BioAssay
UTI89 phage lysis: inhibition of K1F phage lysis, E. coli UTI89, bacterial capsule biogenesis inhibitors, alamar blue (AID 488966) | E. coli UTI89 K1F phage lysis, alamar blue, 2 h; higher % means a stronger effect | inhibition, % at 100 µM; hits with a dose series show IC50 in µM | actives 0.02% (n = 340,000);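 active means phage lysis inhibition, versus mean bacterial control, above a set limit; inconclusive means no clear call, values can overlap the other calls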;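 further: capsule biogenesis inhibitors block K1F phage lysis so surviving cells raise fluorescence; higher fluorescence means more inhibition of phage lysis; actives were called in the ten point dose series up to 300 µM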
NS5 inhibitors: Dengue-2 NS5 methyltransferase inhibitors, primary screen, biochemical, confirmation dose response (AID 588689) | inhibition, % at 25 µM; hits with a dose series show IC50 in µM | actives 0.3% (n = 340,000) | Dengue-2 NS5 methyltransferase capping enzyme assay, biochemical; higher % means a stronger effect; in the data active means a potency from the dose series; inconclusive means inhibition above about 29% without an active follow-up result
NS5 inhibitors pilot replicate: recorded beside NS5 inhibitors, whose call it bears; inhibition, %; measured here: pilot screen replicate inhibition
Active calls of the source: *; ? = inconclusive; [ ] = dose if it differs, or a comment.

Preview (2 entries):
SMILES | UTI89 phage lysis | NS5 inhibitors | others
O=C(COC(=O)c1ccc(Br)c(S(=O)(=O)N2CCOCC2)c1)NCCc1ccccc1 | 1.6% | -9%
CC1Cc2ccccc2N1S(=O)(=O)c1cccc(C(=O)NCC(c2ccco2)N2CCCC2)c1 (centres undefined) | 0.7%[50 µM] | -7%

The list itself, previewed entries included:
SMILES | UTI89 phage lysis | NS5 inhibitors | others
O=C(COC(=O)c1ccc(Br)c(S(=O)(=O)N2CCOCC2)c1)NCCc1ccccc1 | 1.6% | -9%
CC1Cc2ccccc2N1S(=O)(=O)c1cccc(C(=O)NCC(c2ccco2)N2CCCC2)c1 (centres undefined) | 0.7%[50 µM] | -7%
CCc1c(C)nc2[nH]ncn2c1=O | 0.0% | 12%
Cc1ccc(O)c(CN(C)Cc2cc(C)ccc2O)c1 | 3.5% | -4%
COC(=O)c1c(C)[nH]c(C(=O)OCc2csc(CC(=O)Nc3ccccc3C)n2)c1C | 2.4% | -7%
COc1ccccc1CNC(=O)CN1C(=O)NC2(CCC(C)CC2)C1=O (centres undefined) | 1.5% | -6%
CCOC(=O)C1=CN(CC)S(=O)(=O)NC1c1ccccc1 (centres undefined) | 0.2% | 3% | NS5 inhibitors pilot replicate=-1.8
CC[C@]12c3[nH]c4cc(-c5ccco5)ccc4c3CCN1C(=O)[C@@H](CC(=O)NCCN1CCOCC1)C[C@@H]2C(=O)N1CCN(C(=O)C2CC2)CC1 | 0.1% | -1%
NCC(=O)NCC(=O)NC1(C(=O)O)CCCC1 | 1.1% | 4%
C#CCOCCOCCOCCNc1nc(N2CCN(C(=O)[C@H](CO)n3cc([C@@H](N)C(C)C)nn3)CC2)nc(N2CCN(C(=O)[C@H](CCC(=O)O)n3cc([C@@H](N)CCCCN)nn3)CC2)n1 | 0.1% | -9% | NS5 inhibitors pilot replicate=-4.3
O=C(CCCc1ccncc1)c1ccccc1 | 0.4% | -7%
COc1cc2c(cc1OC(C)=O)CCCCC2=O | 1.7% | -10%
Cc1cc(C)n2nc(SCC(=O)N3CCC(C)CC3)nc2n1 | 1.1% | 5%
F[B-](F)(F)COc1ccccc1 | 0.2% | -5%
COc1ccc(-c2ccc3c(c2)S(=O)(=O)c2cccc(C(=O)NCc4cccc(OC(F)(F)F)c4)c2C3=O)cc1OC | -1.0% | ?
CCSc1nnc(NC(=O)C2CSC3(C)CCC(=O)N23)s1 (centres undefined) | 0.7%[50 µM] | -4%
COc1ccc(C(=O)NC(=O)CSc2n[nH]c(N)n2)cc1 | 0.3% | -1%
O=C(CCc1ccccc1)Nc1cccc(S(=O)(=O)N2CCOCC2)c1 | 0.4%[50 µM] | -9%
COC(=O)[C@H](C(C)C)N(Cc1ccccc1)S(=O)(=O)CCN1CCN(c2ccccc2)CC1 | 0.2% | -3% | NS5 inhibitors pilot replicate=-0.6
COc1ccc(C(CNC(=O)c2ccc(S(=O)(=O)Nc3cccc(C)c3C)cc2)N2CCOCC2)cc1 (centres undefined) | 0.3%[50 µM] | 0%
COC(=O)[C@@]1(Cc2ccccc2)[C@H]2C(=O)N(Cc3ccccc3)C(=O)[C@H]2[C@H]2CN=C(SCc3ccccc3)N21 | 0.1% | 2% | NS5 inhibitors pilot replicate=-4.0
O=C(COc1ccc(Br)cc1F)NC1CC1 | -0.8% | -4%
COc1ccc(C(=O)NCC(C)(C)N2CCOCC2)cc1S(=O)(=O)NCc1ccc(Cl)cc1 | 0.5% | -1%
Cc1ccc(S(=O)(=O)N2CCN(C(=O)COC(=O)/C=C/c3ccc(OC(F)F)cc3)CC2)cc1 | 0.4%[50 µM] | 2%
O=C1C=CC(=O)c2c(O)c(N3CCN(CCO)CC3)c(Cl)c(O)c21 | -3.4% | 4.6µM*
O=C(CCc1nc2ccccc2c(=O)[nH]1)NCCN1C(=O)S/C(=C\c2ccc(OC(F)F)cc2)C1=O | 0.7%[50 µM] | -10%
COc1cc(C(=O)OCC(=O)NC2CCCCC2)cc(OC)c1OC | 2.5% | -14%
CC1CCC2(CC1)NC(=O)N(CC(=O)NCc1ccc(Cl)cc1)C2=O (centres undefined) | 1.7% | -4%
N#CC1(NC(=O)CSc2nnc3n2CCCCC3)CCCCC1 | 0.5%[50 µM] | -5%
CCN(CC(=O)NCc1cccs1)C(=O)c1ccc(C)o1 | 0.3% | -14%
CCCCN(C(=O)c1c(-c2ccccc2)noc1C)c1c(N)n(CCC)c(=O)[nH]c1=O | 1.6%[50 µM] | -6%
COc1cc(/C=C/C(=O)OCC(=O)Nc2cccc(F)c2)ccc1O | 2.7% | -4%
Oc1ccc2ccccc2c1/C=C/c1ccc2c(Br)cc(Br)c(O)c2n1 | -2.1% | -21%
CC(C)(C)OC(=O)C[C@@H]1C/C=C\C[C@H](CC(=O)N[C@H](CO)Cc2ccccc2)C(=O)N2CCC[C@H]2COC1=O | 1.3% | 3%
N#CC1=CC2CN(Cc3ccccc3)C1C1C(=O)N(c3ccccc3)C(=O)C21 (centres undefined) | -0.6% | -2%
COc1cc(CCNC2=CC(=O)c3ncccc3C2=O)ccc1O | -1.1% | -7%
COc1ccccc1NS(=O)(=O)c1cc(NC(=O)c2cccnc2)ccc1N1CCCCC1 | -0.2% | -6%
CCOC(=O)[C@@H]1[C@H]2COc3ccccc3[C@H]2N2C(=O)N(c3ccc(Br)cc3)C(=O)[C@]12C | 10% | 2%
O=S(=O)(NCC1CN(S(=O)(=O)c2ccc3c(c2)OCCO3)C1)c1c(F)cccc1F | -0.8% | 0%
CN(CC(=O)Nc1cccc(F)c1)C(=O)/C=C/c1ccc(S(=O)(=O)N2CCCCCC2)cc1 | 0.2%[50 µM] | -10%
COCCCNC(=O)Cn1cnc(C(=O)Nc2ccc(C)c(C)c2)n1 | 0.3% | -4% | NS5 inhibitors pilot replicate=0.6
O=C1CC(c2ccccc2)=NO1 | 6.2% | -6%
Oc1[nH]c2ccccc2c1N=Nc1c(F)c(F)c(F)c(F)c1F | -2.6% | 6%
O=C(O)c1ccc(Cn2cnc3c(=O)[nH]cnc32)cc1 | -0.8% | 2%
COc1ccc(N)c(C)c1 | -1.0% | 6%
CCCCn1cnc2c(SCc3ccc(Cl)cc3)nc(N)nc21 | 1.8% | 6%
COc1ccc2[nH]c3c(c2c1)CCN1C(=O)C(CC(=O)NCc2ccc(OC)c(OC)c2)C[C@H](C(=O)N2CCOCC2)[C@@]31C (some centres undefined) | 0.0% | 3%
O=S(=O)(Nc1nccs1)c1ccc(NS(=O)(=O)c2c(F)cc(F)c(Cl)c2F)cc1 | -2.6% | 7%
COc1cc(C(=O)NCC(=O)Nc2c(C)cccc2C)ccc1OCC(=O)N1CCOCC1 | 0.3% | -9%
C[C@@H]1O[C@@H](O[C@H]2[C@H](O[C@H]3C[C@]4(C)C(C[C@@H](O)C5C([C@]6(C)CC[C@@H](C(C)(C)O)O6)CC[C@]54C)[C@@]4(C)CC[C@H](O)C(C)(C)C34)O[C@H](CO)[C@@H](O)[C@@H]2O)[C@H](O)[C@H](O)[C@H]1O (some centres undefined) | -0.8% | -8%
CN1CCN(S(=O)(=O)c2cccc(C(=O)N(C)CC(=O)Nc3ccc(Cl)c(Cl)c3)c2)CC1 | 0.4%[50 µM] | 4%
COc1ccc(NC(=O)N(C)C[C@H]2Oc3ccc(NS(=O)(=O)c4cn(C)cn4)cc3C(=O)N([C@H](C)CO)C[C@@H]2C)cc1 | 0.2% | 6% | NS5 inhibitors pilot replicate=-0.9
Cc1noc(C)c1NC(=O)Nc1ccc2c(c1)C(=O)N([C@H](C)CO)C[C@H](C)[C@@H](CN(C)C(=O)NC(C)C)O2 | 2.0% | 0%
O=S(=O)(NCCN1CCOCC1)c1ccc2ccccc2c1 | 1.5%[50 µM] | 1%
CCOc1ccc(S(=O)(=O)N2CCN(C(=O)c3oc4ccccc4c3C)CC2)cc1 | -0.5%[50 µM] | -6%
COCCCn1cnnc1SC(C)C(=O)Nc1ccc(S(=O)(=O)N2CCOCC2)cc1 (centres undefined) | 0.3%[50 µM] | -4%
COc1ccc(CNC(=O)c2ccc(S(=O)(=O)N3CC(C)CC(C)C3)cc2)cc1OC (centres undefined) | -0.7%[50 µM] | 0%
COc1ccc(NC(=O)COC(=O)CCc2ccc(S(=O)(=O)N3CCOCC3)cc2)cc1Cl | -0.7% | 1%
Cc1c(C(=O)OCC(=O)N(CC(C)C)c2c(N)n(Cc3ccccc3)c(=O)[nH]c2=O)oc2ccccc12 | 1.2%[50 µM] | 1%
O=C(COC(=O)CSc1ccc(Cl)cc1)NCCc1ccccc1 | 1.1%[50 µM] | -4%

3 records picked at random from the list so far:
SMILES | UTI89 phage lysis | NS5 inhibitors | others
COc1ccc(NC(=O)N(C)C[C@H]2Oc3ccc(NS(=O)(=O)c4cn(C)cn4)cc3C(=O)N([C@H](C)CO)C[C@@H]2C)cc1 | 0.2% | 6% | NS5 inhibitors pilot replicate=-0.9
Cc1c(C(=O)OCC(=O)N(CC(C)C)c2c(N)n(Cc3ccccc3)c(=O)[nH]c2=O)oc2ccccc12 | 1.2%[50 µM] | 1%
COc1ccc(NC(=O)COC(=O)CCc2ccc(S(=O)(=O)N3CCOCC3)cc2)cc1Cl | -0.7% | 1%

Continued.
SMILES | UTI89 phage lysis | NS5 inhibitors | others
COc1ccc2nc(SC(C)C(=O)NCC(=O)Nc3ccc(F)c(F)c3F)[nH]c2c1 (centres undefined) | 1.8%[50 µM] | 1%
CSc1nc2[nH]c(=O)[nH]c2c(=O)[nH]1 | 2.1% | -11%
CCN(CC)C(=O)[C@H]1C[C@H](CC(=O)NCCCN(C)C)C(=O)N2CCc3c([nH]c4cc(-c5ccco5)ccc34)[C@]12C | 1.3% | -12%
C#CCOCCOCCOCCNc1nc(N2CCOCC2)nc(N2CCN(C(=O)[C@H](CCC(=O)O)n3cc([C@@H](N)CCCCN)nn3)CC2)n1 | 0.3% | -9%
Cc1c(C(=O)OC(C)C(=O)N(C)Cc2ccccc2)oc2ccccc12 (centres undefined) | 0.4%[50 µM] | 2%
CCCCN([C@H](CO)C(C)C)S(=O)(=O)c1ccccc1Br | 0.2% | -1% | NS5 inhibitors pilot replicate=3.7
CCCNS(=O)(=O)c1cc2c(cc1Br)CCN2C(=O)CC | -1.9% | 2%
O=c1nc2n(CCO)c3ccccc3cc-2c(=O)[nH]1 | 1.0% | -2%
CC(C)NC(=O)Nc1cccc2c1O[C@H](CN(C)C(=O)NC1CCCCC1)[C@@H](C)CN([C@H](C)CO)C2=O | 2.3% | 6%
COc1ccc2sc(-c3ccccc3OC)c(C#Cc3cncn3C)c2c1 | 0.0% | 1% | NS5 inhibitors pilot replicate=0.9
COc1ccccc1N1CCN(CCCN2CC(=O)N3CCCCC3C2=O)CC1 (centres undefined) | -1.8% | -5%
CN(CC(=O)Nc1ccccc1Cl)C(=O)COC(=O)c1ccc([N+](=O)[O-])s1 | -1.5%[50 µM] | -6%
NC(CSC1(c2ccc(Cl)cc2)c2ccccc2-c2ccccc21)C(=O)O (centres undefined) | -1.1% | 5%
O=[N+]([O-])c1ccc(COc2ccccc2CN2CCCCC2)cc1 | 0.1% | -9%
COc1ccc(C(=Cc2ccccc2)C(=O)O)cc1 | -2.7% | -4%
O=C1NC(=O)N(C2CCCCC2)CC1Br (centres undefined) | 1.9% | 4%
O=C1CN(C(=O)COC(=O)c2c(F)cccc2Cl)c2ccccc2N1 | 0.9%[50 µM] | -3%
CC(OC(=O)c1ccc(Cl)nc1)C(=O)NC1CCCC1 (centres undefined) | 0.3%[50 µM] | -3%
Nc1c(C(=O)OCC(=O)Nc2ccccc2Br)[nH]c(=O)[nH]c1=O | 0.3% | 5%
O=C(NN=Cc1ccc(OC(F)F)cc1)c1ccc(NS(=O)(=O)c2cccs2)cc1 | -0.3%[50 µM] | 1%
COc1cccc(CNC(=O)COC(=O)c2c(NC(C)=O)sc(C)c2C)c1 | -1.0% | 10%
COc1ccc(-c2noc(CCC(=O)N3CCN(c4ccccc4C)CC3)n2)cc1 | 0.0% | -4% | NS5 inhibitors pilot replicate=0.0
Cn1c(SCC(=O)Nc2ccc(C(=O)O)cc2)nc2scc(-c3ccccc3Cl)c2c1=O | 2.0% | 2%
Cc1ccc(CC(NC(=O)c2ccc(C)cc2)C(=O)O)cc1 (centres undefined) | 0.1% | -4% | NS5 inhibitors pilot replicate=3.0
O=C(NCCCCc1ccccc1)c1cccc(NC(=O)C2CCC2)c1 | 0.1% | -12%
Cc1ccc(S(=O)(=O)N2CCC(C(=O)NCc3ccccc3CN3CCCC3)CC2)cc1 | 0.8%[50 µM] | 1%

Nothing new here: 5 of the compounds above.
SMILES | UTI89 phage lysis | NS5 inhibitors | others
O=C(COC(=O)CSc1ccc(Cl)cc1)NCCc1ccccc1 | 1.1%[50 µM] | -4%
COc1ccc2nc(SC(C)C(=O)NCC(=O)Nc3ccc(F)c(F)c3F)[nH]c2c1 (centres undefined) | 1.8%[50 µM] | 1%
CSc1nc2[nH]c(=O)[nH]c2c(=O)[nH]1 | 2.1% | -11%
CCN(CC)C(=O)[C@H]1C[C@H](CC(=O)NCCCN(C)C)C(=O)N2CCc3c([nH]c4cc(-c5ccco5)ccc34)[C@]12C | 1.3% | -12%
C#CCOCCOCCOCCNc1nc(N2CCOCC2)nc(N2CCN(C(=O)[C@H](CCC(=O)O)n3cc([C@@H](N)CCCCN)nn3)CC2)n1 | 0.3% | -9%

An excerpt (hit frequency here may not be typical).
